Insulin prom inh: TRM-6 insulin promoter activity inhibition. TRM-6 cells (human fetal islet line), insulin promoter-eGFP reporter, imaging; reporter expression induced with tamoxifen. actives 0.9% (n = 130,000). AID 1273. inhibition, % at 2 µM;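 active = inhibition above the mean plus 3 SD, with well images judged a real hit on visual review, cut at about 60% in these data, passing the limit was not always enough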
sdo1 growth: restores growth of sdo1-depleted yeast. actives 0.21% (n = 140,000). S. cerevisiae sdo1-depleted JHY4D growth rescue, OD600 30 h; active compounds read high; pdr5 snq2 efflux-pump mutant strain. z-score at 10 µM;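 active = z-score above 3 at both the 24 hr and the 30 hr optical density reads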;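 note: z-score against mean and SD of all compound wells on the same plate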
sdo1 growth Rescue 24 h: recorded beside sdo1 growth, whose call it bears; z-score; S. cerevisiae sdo1-depleted JHY4D growth rescue, OD600; measured here: growth rescue at 24 h;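 0 is the plate mean of compound wells and units are plate SD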
Numbers without * were called inactive; · = not tested or not shown. The list is partial. The share of hits here may be higher or lower than overall.

SMILES	Insulin prom inh	sdo1 growth	sdo1 growth Rescue 24 h
Cc1cc(C)cc(OCC(=O)Nc2ccc3c4c(cccc24)CC3)c1	·	-0.22	1.8
COc1ccc(Cn2c(O)c(C=Nc3ccc(O)cc3)c3ccccc3c2=O)cc1	39	-1.9	-1.2
Cc1[nH]c(=O)[nH]c(=O)c1S(=O)(=O)NCCOC12CC3CC(CC(C3)C1)C2	-12	0.04	-0.83
Cc1ccc(OCC(=O)Nc2ccc3c(c2)nc2n3CCOC2)cc1	·	-0.56	-1.3
CCOc1ccc(CC(=N)C2=C(O)CC(C)(C)CC2=O)cc1OCC	-53	0.34	0.18
CCCS(=O)(=O)N1CCCC(C(=O)NCCN2CCOCC2)C1 (configuration not stated)	·	0.69	0.6
CCCNC(=O)Cn1c(-c2ccc(F)cc2)cc(C(=O)OCC)c1C	0	·	·
Cc1nonc1OCCN1CCN(c2ccccc2[N+](=O)[O-])CC1	-29	·	·
COc1cccc(N2C(=O)CC(N3CCN(S(=O)(=O)c4ccccc4)CC3)C2=O)c1 (configuration not stated)	·	0.14	-0.34
Cc1cccc(C(=O)NC(=S)Nc2ccc(S(=O)(=O)N3CCN(C)CC3)cc2)c1	10	0	0.19
O=S(=O)(NCCCN1CCN(c2ccccc2F)CC1)c1cccc2cccnc12	·	0.69	0.04
CCOC(=O)c1cc(-c2ccccc2)sc1NC(=O)C(C)(C)C	58	-1.5	-1.2
Nc1c(C(=O)c2ccc(F)cc2)oc2ccccc12	-44	-0.82	-0.85
O=C(COc1cccc(F)c1)Nc1ccc2[nH]c(=O)[nH]c2c1	15	·	·
Fc1ccc(NC(=S)Nc2ccc(F)c(Cl)c2)cc1Cl	·	-2	-1.3
Cc1ccc(NC(NC(=O)c2ccccc2[N+](=O)[O-])C(Cl)(Cl)Cl)cc1 (configuration not stated)	·	0.3	0.73
CSc1cccc(NC(=O)C2CCCN2S(=O)(=O)c2ccc3c(c2)CCC(=O)N3)c1 (configuration not stated)	·	0.33	-0.08
COc1ccc(C)cc1S(=O)(=O)N1CCCCC1	31	-0.37	-0.89
O=S(=O)(Nc1cccnc1Cl)c1ccc2c(c1)OCCO2	-5	0.92	0.61
Cc1cc(NCC(C)C)n2ncnc2n1	-5	0.91	0.92
COC(=O)C1(C#N)C(c2ccccc2)C1(C(=O)OC)C(=O)OC (configuration not stated)	41	0.15	-0.1
Cc1nnc(NC(=O)CSc2nnc(-c3ccc(S(=O)(=O)N4CCCC4)cc3)n2C)s1	62	-0.08	-0.29
O=C(c1ccco1)N1CCN(C(=O)C2CCCc3c2[nH]c2ccc(Cl)cc32)CC1 (configuration not stated)	21	-1.3	-0.81
O=C(COC(=O)c1ccc(Cl)c(Cl)c1)Nc1cccnc1Cl	33	-1.1	-1.5
Cc1ccc(Nc2nc(N)nc(CSC(=S)N3CCOCC3)n2)cc1	8	-0.35	-0.15
CC(=O)Nc1cccc(/C(C)=N\NC(=O)c2ccc(Cn3nc([N+](=O)[O-])c(Cl)c3C)o2)c1	-32	0.13	-0.15
COc1ccc(NC(=O)c2ccc(-n3nc(C)c[n+]3[O-])cc2)cc1	-9	-0.05	-0.46
COc1ccccc1C(=O)n1nc(-c2ccccc2)nc1N	-66	-0.52	-0.88
OC(COCc1cccs1)CN1CCN(c2ccccc2Cl)CC1 (configuration not stated)	·	0.53	0.55
O=S(=O)(Nc1ccc2c(c1)OCO2)c1ccccc1	33	0.06	-0.62
CC(=O)Oc1ccc(NC(=O)CCC2CCCCC2)c(C(=O)O)c1	2	0.25	-0.16
COc1ccc(Cc2nc(-c3ccccn3)no2)cc1	3	1.2	0.33
CCOC(=O)c1ccc(NC(=O)c2nn(C)cc2Br)cc1	55	-0.68	-0.51
COC(=O)c1ccccc1NC(=O)CCc1ccccc1	-10	0.08	0.44
O=C(Cn1nc(C(F)(F)F)cc1C1CC1)NCc1ccccc1F	-19	0.75	0.47
Cc1ccc(S(=O)(=O)n2ccc(-c3cccc(OCc4c(F)cccc4Cl)c3)n2)cc1	21	0.62	0.99
CCOC(=O)c1cc2ccc(OC(=O)c3ccco3)cc2oc1=O	62	0.27	0.42
Cc1cc(Nc2ccc(Br)cc2F)n2nc(C)nc2n1	·	2.7	2.3
COc1ccc(C)cc1NC(=O)C(=O)N/N=C(\C)CC(=O)Nc1cccnc1	-19	0.62	-0.02
Cc1ccc(-n2c(C)cc(C(=O)CSc3nncs3)c2C)cc1	9	-0.38	-0.13
Cc1cc(C)n(-c2nc(SCC(=O)Nc3nccs3)c3c4c(sc3n2)COC(C)(C)C4)n1	8	-1.5	-0.57
O=C(OCc1cc(=O)n2c(n1)sc1ccccc12)c1ccc(O)cc1	-14	-1.6	-1
Cc1ccc(NC(=O)NCCCc2ccccc2)cc1	·	-0.74	-1.2
CN(C)c1oc(-c2ccc(OCc3ccc(Cl)cc3)cc2)nc1C#N	-33	0.46	2.4
CC(C)=C1C2CCC1C1C(=O)N(NC(=O)c3ccco3)C(=O)C21 (configuration not stated)	8	0.93	0
O=C(c1nc2ccccn2c1CNCCCn1nnc2ccccc21)N1CCOCC1	35	·	·
O=C(CCS(=O)(=O)c1ccc(Br)s1)NC1CCCCCC1	-4	-0.93	-1.3
COc1ccc(Cl)cc1N(CC(=O)NC(C)(C)C)S(=O)(=O)c1ccc(C)c([N+](=O)[O-])c1	-45	-0.2	0.05
O=C(c1ccc(F)cc1)c1cn(Cc2ccc(F)cc2)c2cc3c(cc2c1=O)OCCO3	22	-0.35	0.15
O=C(COC(=O)c1cc(S(=O)(=O)N2CCc3ccccc3C2)ccc1Cl)NCc1ccco1	13	0.81	1.3
c1ccc2c(c1)ccc1nnc(-c3ccc4c(c3)OCO4)n12	-8	-0.64	-0.66
COc1ccc(NC(=O)c2ccccc2C(=O)N2CCCCC2)cc1	-30	·	·
C/C(CC(=O)NC(C)C)=N\NC(=O)C(c1ccccc1)c1ccccc1	56	·	·
Cc1c(C(Nc2ccccn2)c2ccc(Cl)cc2)c(=O)n(-c2ccccc2)n1C (configuration not stated)	-8	0.19	-1.1
CN(CCC#N)C(=O)COC(=O)c1ccc(Cl)c(S(N)(=O)=O)c1	-11	0.75	0.7
Cc1cc(C(=O)N2CCOCC2)c(C)o1	55	·	·
CCOC(=O)c1cc(-c2cccs2)nc2onc(C)c12	43	-0.87	-0.28
Cn1c(=O)c2nc(Cl)n(Cc3ccc(Cl)cc3Cl)c2n(C)c1=O	-32	·	·
COc1ccc(NC(=O)/C(C#N)=C/c2cc(C)n(-c3ccc(N4CCOCC4)c([N+](=O)[O-])c3)c2C)cc1	·	-0.06	0.83
O=C(CSC1=NCCS1)Nc1ccc(S(=O)(=O)NC2CCCCC2)cc1	-12	-0.56	-0.23

Continuation.
SMILES	Insulin prom inh	sdo1 growth	sdo1 growth Rescue 24 h
CCSc1nc2c(c(=O)[nH]c(=O)n2C)n1C/C=C(/C)Cl	·	0.13	-0.14
COc1cc(CNc2ccccc2SC)cc(OC)c1OC	14	-0.28	-0.57
NC(=O)CC[C@@H]1NC(=O)[C@H](Cc2ccc(O)cc2)NC(=O)c2cc([N+](=O)[O-])cc(F)c2OCC[C@@H](C(N)=O)NC1=O	36	-0.14	-0.43
COCCNC(=S)N(c1ccccc1)C(C)C	-12	·	·
CCOC(=O)C1=C(C)Nc2nnnn2C1c1cccnc1 (configuration not stated)	23	-0.39	-0.22
CCOC(=O)C(C(=O)OCC)C(=O)c1cc(OC)c(OC)c(OC)c1	19	0.49	-0.27
c1ccc2c(NCC3CCCO3)nc(N3CCOCC3)nc2c1 (configuration not stated)	42	·	·
CCOc1ccc2nc(N3CCOCC3)nc(C)c2c1	-28	1.7	2.2
O=C(CSc1nnc(NC2CCCCC2)s1)Nc1ccc2c(c1)C(=O)c1ccccc1C2=O	-71	·	·
Cc1cnc(NC(=O)CSc2nc3ccccc3c(=O)[nH]2)s1	16	0.73	1.3
O=C(c1ccccc1)[C@H]1[C@H](c2ccccc2)[C@@]2(N=C(c3ccccc3)OC2=O)C2c3ccccc3C=NN21 (some centres not stated)	-24	-0.59	-1.5
O=c1oc2ccc3ccccc3c2cc1-c1nc2ccccc2o1	38	·	·
CCOC(=O)c1ccccc1NCN1C(=O)CSC1=O	-4	0.38	-0.58
COc1ccc2c(Cl)c(-c3nnco3)sc2c1	36	-1.3	-0.79
Cc1cccc(C)c1OCc1nnc(SCC(=O)Nc2cccc(C(=O)N3CCOCC3)c2)n1C	-77	0.74	0.46
COC(=O)c1cc(Cl)c(NC(=O)c2ccco2)cc1OC	-54	-0.51	-0.59
CSc1ncccc1C(=O)OCC(=O)c1ccc(Br)s1	0	·	·
Cc1ccc(N/C(CSC(N)=O)=N/S(=O)(=O)c2ccccc2)cc1	6	0.37	-0.1
Cc1cccc(CCNS(=O)(=O)c2ccc(S(=O)(=O)N3CCC(C)CC3)cc2)c1	-43	·	·
CC(C)Cn1cnc2c1c(=O)n(CC(=O)Nc1ccc3c(c1)OCO3)c(=O)n2Cc1ccccc1	-42	-0.35	-0.87

Two compounds drawn at random from those above:
SMILES	Insulin prom inh	sdo1 growth	sdo1 growth Rescue 24 h
O=c1oc2ccc3ccccc3c2cc1-c1nc2ccccc2o1	38	·	·
COc1ccc2c(Cl)c(-c3nnco3)sc2c1	36	-1.3	-0.79

(more compounds)
SMILES	Insulin prom inh	sdo1 growth	sdo1 growth Rescue 24 h
CC(c1ccco1)N(C(=O)COc1ccc(Cl)cc1Cl)c1ccccn1 (configuration not stated)	-42	-1.5	-0.94
COc1cccc(CNCCO)c1OCc1ccccc1Cl	·	0.73	0.4
N#Cc1cccc(N=c2ssnc2Cl)c1	-7	·	·
Cc1cc2c3c(c1)C1(C(=O)N3C(C)(C)CC2C)C(C#N)=C(N)Oc2n[nH]c(C)c21 (configuration not stated)	69	0.57	0.17
Cn1c(CN2CCC(C(N)=O)CC2)c(C#N)c2ccccc21	26	1	1.1
Cc1ccc(N2CCN(S(=O)(=O)N3CCCCC3)CC2)cc1Cl	70*	0.29	0.95
CSCC[C@H](NC(=O)OC(C)(C)C)C(=O)N/N=C/c1c(C)[nH]c(=O)[nH]c1=O	14	0.65	0.58
O=C(COC(=O)c1cccs1)NCc1ccccc1	-21	0	-0.61
COc1ccc(Cl)cc1NC(=O)CN(C1CCCCC1)S(C)(=O)=O	-150	-0.98	-0.2
Cc1ccc(NC(=O)CN(C)S(=O)(=O)c2cccs2)cc1C	-8	-0.03	-0.57
Cc1cc(C(C)(C)C)oc1C(=O)O	47	·	·
O=P(Cc1ccccc1O)(c1ccccc1)c1ccccc1	-16	-0.03	-0.65
N#Cc1nc(COc2ccccc2F)oc1NCCc1ccccc1	·	-1.8	-1.6
CC(=O)c1cccc(NC(=O)c2cnn3ccccc23)c1	·	1.2	1.2
COc1ccc(NS(=O)(=O)c2cc(NC(=O)Cc3cccs3)ccc2C)cc1	·	-0.71	-0.81
N#Cc1c(N)nc2c(c1-c1ccc(Br)s1)CCCC2	·	1.3	1.4
CCn1cc(/C=C(/C#N)S(=O)(=O)c2ccccc2)cn1	-21	0.32	-0.1
CC1CC(C(F)F)n2nc(C(=O)Nc3sc4c(c3C#N)CCC(C(C)(C)C)C4)nc2N1 (configuration not stated)	50	0.73	1.8
O=C(Cn1c2[n+](c3ccc(C(F)(F)F)cc31)CCCCC2)c1cccc([N+](=O)[O-])c1	52	·	·
CCS(=O)(=O)c1ccc(Sc2nncn2C)c([N+](=O)[O-])c1	54	·	·
O=C(NCc1ccc(F)cc1)C(=O)NCC1OCCN1C(=O)c1cccs1 (configuration not stated)	·	0.32	0.28
Cc1cc(NC(=O)CSc2nnc(-c3cccnc3)n2N)no1	11	0.74	-1.3
CC1CCC(NC(=O)c2ccc(CNc3c(NC4CCCCC4)c(=O)c3=O)cc2)CC1 (configuration not stated)	-5	-0.25	-0.27
Cc1cc2c(cc(C(=O)OCC(=O)NCc3cccs3)n2C(C)C)o1	-75	-2.2	-0.92
CN(C)/C=C1\C(=O)N(c2ccc([N+](=O)[O-])cc2)N=C1c1ccccc1	-12	0.54	1.1
Cc1c(C(=O)Nc2ccc(F)c(F)c2)oc2ccc(S(=O)(=O)N3CCCCC3)cc12	-35	-0.38	0.32
Cc1ccc(/C=N/N2CCN(c3ccccn3)CC2)cc1	44	·	·
COC(=O)Cc1c(C)nc2nc(-c3cccnc3)[nH]n2c1=O	28	0.62	0.42
O=C(Cn1cccc1)Nc1ccc(F)cc1F	·	0.23	0.43

Of the compounds above, 12 contain an aryl thioether with sulfur outside any ring.
SMILES	Insulin prom inh	sdo1 growth	sdo1 growth Rescue 24 h
CSc1cccc(NC(=O)C2CCCN2S(=O)(=O)c2ccc3c(c2)CCC(=O)N3)c1 (configuration not stated)	·	0.33	-0.08
Cc1nnc(NC(=O)CSc2nnc(-c3ccc(S(=O)(=O)N4CCCC4)cc3)n2C)s1	62	-0.08	-0.29
Cc1ccc(-n2c(C)cc(C(=O)CSc3nncs3)c2C)cc1	9	-0.38	-0.13
Cc1cc(C)n(-c2nc(SCC(=O)Nc3nccs3)c3c4c(sc3n2)COC(C)(C)C4)n1	8	-1.5	-0.57
CCSc1nc2c(c(=O)[nH]c(=O)n2C)n1C/C=C(/C)Cl	·	0.13	-0.14
COc1cc(CNc2ccccc2SC)cc(OC)c1OC	14	-0.28	-0.57
O=C(CSc1nnc(NC2CCCCC2)s1)Nc1ccc2c(c1)C(=O)c1ccccc1C2=O	-71	·	·
Cc1cnc(NC(=O)CSc2nc3ccccc3c(=O)[nH]2)s1	16	0.73	1.3
Cc1cccc(C)c1OCc1nnc(SCC(=O)Nc2cccc(C(=O)N3CCOCC3)c2)n1C	-77	0.74	0.46
CSc1ncccc1C(=O)OCC(=O)c1ccc(Br)s1	0	·	·
CCS(=O)(=O)c1ccc(Sc2nncn2C)c([N+](=O)[O-])c1	54	·	·
Cc1cc(NC(=O)CSc2nnc(-c3cccnc3)n2N)no1	11	0.74	-1.3
